Bioassay records (PubChem)
Salmonella PhoP GFP – PhoP regulon inhibitors, Salmonella typhi PhoP promoter GFP reporter, confirmatory (AID 1850); Salmonella Typhi PhoP-promoter GFP reporter, fluorescence, 4 h; higher % means a stronger effect; inhibition, % at 50 µM; hits with a dose series show IC50 in µM; 310,000 tested, 0.33% active; in the data active = a potency from the dose series; inconclusive = inhibition mostly from about 25% at the one dose, without a potency; inactive = the rest, 99 in 100 with inhibition below about 19%;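 note: 0% = induced wells with vehicle and 100% = uninduced wells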
M. tuberculosis HTS – M. tuberculosis growth inhibition, HTS (AID 449762). M. tuberculosis H37Rv growth inhibition, 7H9 media; higher % means a stronger effect. inhibition, % at 25 µM, or IC50 in µM where a hit was titrated. 330,000 tested, 0.59% active; in the data active = a potency from the dose series; inconclusive = inhibition above about 70% without an active follow-up result;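 note: bacterial growth assessed after seven days of incubation; strong numbers were not always called active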
inhibitors of VEEV – inhibitors of VEEV TC-83 cytopathic effect, confirmation, Vero cells (AID 588727) | Vero cells, VEEV TC-83 cytopathic effect inhibition; higher % means a stronger effect | one-dose inhibition, % at 20 µM; IC50 in µM for titrated hits | 350,000 tested, 0.13% active; in the data active = a potency from the dose series; inconclusive = inhibition mostly from about 14% at the one dose, without a potency; inactive = the rest, 99 in 100 with inhibition below about 12%; note: strong numbers were not always called active
influenza NS1A – H1N1 influenza NS1A inhibitors, functional cell based assay (AID 504329); NS1A functional cell-based assay, percent inhibition; higher % means a stronger effect; one-dose inhibition, % at 12.5 µM; IC50 in µM for titrated hits; 340,000 tested, 0.3% active; in the data active = a potency from the dose series; inconclusive = inhibition above about 27% without an active follow-up result; note: strong numbers were not always called active
tuberculosis growth – growth inhibition of non-replicating M. tuberculosis (AID 488890) | Mycobacterium tuberculosis non-replicating, growth inhibition; higher % means a stronger effect | inhibition, % at 25 µM; hits with a dose series show IC50 in µM | 320,000 tested, 0.39% active; in the data active = a potency from the dose series; inconclusive = inhibition mostly from about 82% at the one dose, without a potency; inactive = the rest, 99 in 100 with inhibition below about 76%;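 note: plate controls were DMSO cells for no effect and high antibiotic wells for full effect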
inhibitors of VEEV 10K pilot screen – further read-out of inhibitors of VEEV, marked with its call; inhibition, %; measured here: 10K pilot screen inhibition
Starred values were filed as active, the others as inactive; i = inactive; ? = inconclusive; . = not tested or not shown. Rows are unselected; 1.5% or so of the library scored in one or more.

Start of the listing, in advance:
SMILES	Salmonella PhoP GFP	M. tuberculosis HTS	inhibitors of VEEV	influenza NS1A	tuberculosis growth	others
COc1ccc(C(=O)/C=C2/c3ccccc3CC(C)(C)N2C)cc1	4.6%	2.3%	2.4%	6.3%	22.1%
CCc1nnc(NC(=O)CSc2ncc(-c3ccccc3)n2CC)s1	-7.0%	-4.2%	i	12.6%	?
Cc1c(OCC(=O)C(C)(C)C)ccc2c(-c3ccccc3)cc(=O)oc12	-2.5%	0.1%	7.1%	-2.3%	27.2%
COC(=O)CCCC[C@@H]1SC[C@@H](NC(=O)OC)[C@@H]1NC(=O)OC	2.2%	-4.8%	2.2%	-5.0%	-3.9%
COc1ccc(/C=N\NC(=O)c2ccc(=O)[nH]n2)cc1O	3.4%	3.0%	i	14.8%	14.1%

Results, repeating the preview:
SMILES	Salmonella PhoP GFP	M. tuberculosis HTS	inhibitors of VEEV	influenza NS1A	tuberculosis growth	others
COc1ccc(C(=O)/C=C2/c3ccccc3CC(C)(C)N2C)cc1	4.6%	2.3%	2.4%	6.3%	22.1%
CCc1nnc(NC(=O)CSc2ncc(-c3ccccc3)n2CC)s1	-7.0%	-4.2%	i	12.6%	?
Cc1c(OCC(=O)C(C)(C)C)ccc2c(-c3ccccc3)cc(=O)oc12	-2.5%	0.1%	7.1%	-2.3%	27.2%
COC(=O)CCCC[C@@H]1SC[C@@H](NC(=O)OC)[C@@H]1NC(=O)OC	2.2%	-4.8%	2.2%	-5.0%	-3.9%
COc1ccc(/C=N\NC(=O)c2ccc(=O)[nH]n2)cc1O	3.4%	3.0%	i	14.8%	14.1%
C=CCC(Nc1ccccc1)c1cccc(OC)c1OC (stereo not drawn)	19.6%	1.3%	i	.	5.2%
Clc1ccc(-c2nnc(N3CCCC3)nn2)cc1	-6.2%	-6.5%	2.5%	>100µM*	63.7%
CCOc1ccccc1C(=O)N/N=C/c1coc2ccc(C)cc2c1=O	-0.7%	-2.5%	5.2%	-7.4%	14.7%
CCOC(=O)N1CCN(S(=O)(=O)c2cccc3nsnc23)CC1	-2.4%	1.8%	i	-4.3%	5.0%
CCC(=O)N1CCN(c2ccc(NC(=O)c3ccc(N4CCCC4)c([N+](=O)[O-])c3)cc2)CC1	-2.2%	4.7%	0.5%	6.7%	-8.8%
O=C(NNC(=O)c1nn(-c2ccc(F)cc2)ccc1=O)Nc1cccc(Cl)c1	2.8%	-5.5%	i	.	-11.0%
CCCCN1C(=O)C(O)=C(C(C)=O)C1c1ccccc1[N+](=O)[O-] (stereo not drawn)	-3.6%	6.1%	0.3%	-11.4%	43.0%
Cc1nc(S(=O)(=O)c2ccc(Cl)cc2)nc2c1CCC2	-8.6%	-5.1%	0.2%	0.7%	8.0%
Clc1ccccc1C(c1ccccc1)(c1ccccc1)n1ccnc1	?	?	5.9%	1.5%	?
CCOC(=O)NC(=O)C(=CNc1cccc(C)c1)C(=O)NC(=O)OCC	-6.8%	-3.5%	0.8%	-1.1%	0.2%

Fetched by structure from the entries so far, 3 records:
SMILES	Salmonella PhoP GFP	M. tuberculosis HTS	inhibitors of VEEV	influenza NS1A	tuberculosis growth	others
CCOC(=O)NC(=O)C(=CNc1cccc(C)c1)C(=O)NC(=O)OCC	-6.8%	-3.5%	0.8%	-1.1%	0.2%
CCOc1ccccc1C(=O)N/N=C/c1coc2ccc(C)cc2c1=O	-0.7%	-2.5%	5.2%	-7.4%	14.7%
Clc1ccccc1C(c1ccccc1)(c1ccccc1)n1ccnc1	?	?	5.9%	1.5%	?

The list goes on:
SMILES	Salmonella PhoP GFP	M. tuberculosis HTS	inhibitors of VEEV	influenza NS1A	tuberculosis growth	others
O=C(CCN1C(=O)COc2ccccc21)NCCCN1CCc2ccccc2C1	13.2%	-5.4%	0.4%	24.2%	4.0%
CCOC(=O)c1c(C(F)(F)F)nc2ncccn12	9.8%	-2.1%	3.8%	4.7%	1.7%
CCOC(=O)c1c(N)sc(C(C)=O)c1C	-4.0%	-5.0%	7.2%	3.6%	21.1%
O=C(Nc1ccc(OC(F)(F)F)cc1)c1[nH]ncc1[N+](=O)[O-]	5.7%	9.0%	1.1%	-3.3%	20.3%
Cc1cccn2c(=O)c(/C=C(\C#N)S(=O)(=O)c3ccccc3)c(N3CCN(Cc4ccccc4)CC3)nc12	-12.2%	-2.3%	i	1.5%	4.3%
Cc1ccc(NC(=O)Cn2ccc([N+](=O)[O-])n2)cc1Cl	-0.1%	11.8%	2.2%	-12.9%	10.2%
CCOc1ccc(-n2ccc(=O)c(C(=O)Nc3ccc(S(=O)(=O)Nc4ncccn4)cc3)n2)cc1	-7.0%	4.1%	3.2%	-6.6%	26.2%
CCCCCCCC(=O)Nc1cc(C(=O)NCc2ccc(C)cc2)ccc1N1CCC2(CC1)CC(c1ccccc1)=NO2	-2.7%	-4.8%	0.2%	-18.6%	14.6%
CC1Cc2ccccc2N1C(=O)CCS(=O)(=O)c1cccc2nonc12 (stereo not drawn)	-2.8%	51.2%	6.8%	2.5%	26.2%
Cc1ccccc1OC(C)C(=O)NC1CCCC1 (stereo not drawn)	7.1%	-0.3%	0.4%	1.4%	-1.8%
Cn1c(NCCN(CCO)CCCc2ccc([N+](=O)[O-])cc2)cc(=O)n(C)c1=O	-1.6%	-1.2%	0.3%	-2.4%	-5.6%
COc1ccc(N2CCN(S(=O)(=O)c3ccc(Br)s3)CC2)cc1	1.2%	-10.9%	i	10.6%	-0.7%
COc1cccc(SCc2noc(C(=O)NCCCN3CCOCC3)c2C(=O)NCCCN2CCOCC2)c1	-2.7%	2.4%	i	7.9%	-13.0%
O=P(O)(CP(=O)(c1ccccc1)c1ccccc1)c1ccccc1O	6.2%	7.5%	i	3.5%	2.4%
CCN(CC)CCCN1C(=O)C(=O)/C(=C(/O)c2ccccc2)C1c1cc(OC)ccc1OC (stereo not drawn)	-18.6%	2.3%	0.4%	-0.4%	-2.5%
CCOc1ncccc1C(=O)N1CCN(S(=O)(=O)c2ccccc2)CC1	2.2%	-0.6%	i	2.4%	4.3%
COc1ccccc1C(=O)OCC(=O)c1cccc([N+](=O)[O-])c1	-1.0%	1.0%	0.3%	-1.7%	-12.8%
O=C(NC(=O)c1ccccc1Cl)C(=O)Nc1ccc(Cl)cc1	-6.2%	-6.0%	1.6%	-15.9%	22.6%
COc1ccc(OC)c(NC(=O)COC(=O)c2ccc(OC)c(S(=O)(=O)N3CCOCC3)c2)c1	.	-1.7%	1.7%	-11.7%	25.6%
COC(=O)Cc1n[nH]c(=S)[nH]c1=O	-15.1%	0.6%	i	0.2%	-6.0%
O=C(NCCN1CCOCC1)C1CC(=O)N(c2ccc(Cl)cc2)C1 (stereo not drawn)	-4.1%	-1.7%	1.5%	6.9%	0.9%
COc1ccccc1C(=O)N1CCN(S(=O)(=O)Cc2ccccc2)CC1	-1.3%	-3.8%	3.5%	-2.6%	-7.8%
Cc1ccc(F)cc1NC(=O)COC(=O)c1ccc2ncsc2c1	.	-5.1%	2.3%	2.2%	-7.9%
CCOC(=O)C1CCCN(c2c(NCCN3CCCCC3CC)c(=O)c2=O)C1 (stereo not drawn)	.	-2.7%	0.4%	-1.0%	.
O=C(NCC1CCOCC1)C1CCC(=O)N(Cc2cccc(C(F)(F)F)c2)C1 (stereo not drawn)	2.0%	4.1%	0.9%	1.4%	-0.3%
COc1ccc(/C=C/C(=O)Oc2ccc(/C=N/NC(=O)c3ccccc3)cc2)cc1OC	-8.1%	-6.0%	4.5%	3.0%	5.5%
Cn1c(N)c(C(=O)COC(=O)CCCN2C(=O)c3ccccc3C2=O)c(=O)n(C)c1=O	5.4%	3.4%	0.2%	2.7%	-5.6%
CCOc1ccc(NC(=O)C(C)Sc2nnc(C)n2C)cc1 (stereo not drawn)	-0.8%	-14.1%	i	9.9%	3.5%
COc1ccc(C)cc1N(C(=O)c1ccco1)C(C(=O)NC1CCCC1)c1ccc(N2CCOCC2)cc1 (stereo not drawn)	0.1%	-6.1%	i	1.2%	-6.7%
O=C(NCc1ccco1)c1cc(S(=O)(=O)N2CCCc3ccccc32)ccc1Cl	-2.3%	-6.4%	i	3.7%	24.7%	inhibitors of VEEV 10K pilot screen=0.0
Cc1cc(C(=O)COC(=O)c2ccc(O)cc2O)c(C)n1-c1ccc(OC(F)F)cc1	.	.	5.2%	1.8%	.
CC1(C)NC(=O)N(CC(=O)OCC(=O)Nc2cc(S(=O)(=O)N3CCCCC3)ccc2Cl)C1=O	-6.7%	6.3%	i	-4.0%	7.7%
COc1ccc(C(=O)n2ncc(C#N)c2N)cc1	.	.	1.5%	13.8%	.
Cc1nc(-c2ccc(Cl)cc2)sc1C1(C)CC(c2ccc(OC(F)(F)F)cc2)=NO1 (stereo not drawn)	-7.0%	31.0%	i	11.2%	-2.9%
O=C(C1CCN(c2nc3nonc3nc2N2CCCCC2)CC1)N1CCOCC1	3.8%	-1.1%	1.2%	11.2%	-3.4%
COc1ccc(/C=N/NC(=O)CCC(=O)Nc2ccccc2)cc1OC	-8.6%	-1.5%	0.8%	-11.7%	-11.5%
CCOC(=O)[C@@H]1[C@H]2COc3cc(OC)ccc3[C@H]2N2C(=O)N(c3cccc(C)c3)C(=O)[C@]12C	.	6.1%	1.3%	-4.8%	7.5%
OC(COc1ccc(CNCCc2ccc(C(F)(F)F)cc2)cc1)CN1CCCCC1 (stereo not drawn)	-0.1%	9.7%	8.76µM*	-6.9%	49.1%
CN(C)S(=O)(=O)N(CC(=O)N(Cc1ccccc1)Cc1ccccc1)c1ccccc1	-2.9%	-6.3%	i	1.2%	9.9%
C(=C\CSc1nnnn1-c1ccccc1)/CSc1nnnn1-c1ccccc1	10.2%	-22.0%	i	-2.6%	3.3%
COc1ccc2cc(C(=O)C3CCCN(C4CCOCC4)C3)ccc2c1 (stereo not drawn)	2.8%	0.0%	i	0.6%	30.4%
NC(=O)C(c1ccccc1)C1CCCC1 (stereo not drawn)	13.0%	-2.9%	2.1%	-2.0%	11.0%
Cc1ccc(Cn2c(SCC(N)=O)nc3c2c(=O)n(C)c(=O)n3C)cc1	3.5%	4.4%	1.1%	-7.2%	6.6%
CN1CCN(C(=S)c2ccc(OCC(=O)Nc3cccc(C(F)(F)F)c3)cc2)CC1	-4.4%	7.9%	4.4%	17.5%	0.1%
COc1ccc(OCC(O)CNC(=O)Nc2ccc(F)cc2)cc1 (stereo not drawn)	-21.5%	2.7%	1.4%	-1.8%	11.4%
Cc1cc(C)n(-c2ccc(C(=O)NCc3ccc4c(c3)OCO4)cc2)n1	-4.6%	8.5%	3.4%	5.5%	23.4%
C=CCn1c(N)c(C(=O)Nc2ccccc2OC)sc1=S	0.1%	7.4%	i	1.7%	14.9%
CCOc1cc(CNc2ncnc3nc[nH]c23)ccc1OC	-10.7%	-2.5%	0.8%	9.3%	-2.2%
NC(=O)NCCCC(=O)NCC(c1ccccc1Cl)c1c[nH]c2ccccc12 (stereo not drawn)	0.7%	4.6%	1.0%	1.0%	6.9%
CC(=O)C[C@H]1c2ccccc2S(=O)(=O)N1c1ccccc1	-12.6%	1.6%	0.5%	4.5%	-3.7%
CC(C)(C)c1ccc(C(=O)COC(=O)CN2C(=O)NC3(CCCC3)C2=O)cc1	-10.2%	-4.7%	i	-7.6%	-12.5%
O=C(NNC(=O)c1ccccc1O)c1ccccc1O	.	.	9.5%	1.7%	.
N#C/C(=N\Nc1cccc(C(F)(F)F)c1)C(=O)c1ccsc1	-0.3%	-1.8%	i	-17.1%	-21.4%
COc1cccc(NC(=O)CSc2nnc(-c3cc(C)n(-c4ccccc4)c3C)o2)c1	-9.6%	0.7%	7.2%	-1.8%	36.3%
CCS(=O)(=O)c1ccc(-c2cccc(NC(=O)c3ccco3)c2)nn1	2.3%	-5.8%	6.4%	-4.2%	0.8%
COc1ccc2sc(-c3ccc(SC)cc3)c(C#CCO)c2c1	.	33.5%	0.8%	1.8%	43.1%
O=C1c2cccc3cccc(c23)C(=O)N1c1cccnc1	-11.2%	-3.0%	0.4%	-10.6%	2.3%
Cc1ccc(S(=O)(=O)N2CCCC2C(=O)N(C)Cc2cccs2)cc1 (stereo not drawn)	0.5%	-0.6%	i	-2.5%	3.8%
O=C(N1CCCCC1)C1(S(=O)(=O)c2ccccc2)CC=CC1	-4.2%	-10.8%	0.3%	-2.8%	-17.3%
CN(C)S(=O)(=O)c1cccc(NC(=O)c2cccc(S(=O)(=O)N3CCCCC3)c2)c1	7.7%	3.5%	3.8%	-19.1%	7.5%
CCN(Cc1ccccc1)C(=O)CC1Oc2ccccc2NC1=O (stereo not drawn)	-17.8%	0.2%	1.4%	-10.3%	26.7%
